High-throughput results as filed in PubChem.
GPR35 antagonists: inhibition of zaprinast-stimulated GPR35 beta-arrestin translocation – imaging, U2OS, beta-arrestin-GFP, zaprinast agonist, primary screen (AID 2058); U2OS GPR35 beta-arrestin-GFP translocation imaging, zaprinast antagonism; higher % means a stronger effect; inhibition, % at 10 µM; hits with a dose series show IC50 in µM; 0.052% of 290,000 active;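 active means inhibition of at least 50% with at least 30 cells and total cytoplasm GFP at most 10,000,000; inconclusive means under 30 cells or total GFP of 10,000,000 plus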
NS5 inhibitors: Dengue-2 NS5 methyltransferase inhibitors, primary screen, biochemical, confirmation dose response (AID 588689) | Dengue-2 NS5 methyltransferase capping enzyme assay, biochemical; higher % means a stronger effect | one-dose inhibition, % at 25 µM; IC50 in µM for titrated hits | 0.3% of 340,000 active; in the data active means a potency from the dose series; inconclusive means inhibition above about 29% without an active follow-up result
GPR55 LPI antagonism: GPR55 antagonists blocking LPI-driven arrestin recruitment, primary screen, imaging, U2OS, beta-arrestin-GFP, LPI agonist (AID 2013); 0.13% of 290,000 active; inhibition, % at 10 µM; hits with a dose series show IC50 in µM; U2OS GPR55 beta-arrestin-GFP translocation imaging, LPI antagonism; higher % means a stronger effect;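 active means spots per cell inhibited over 60%, with over 100 cells counted and total cytoplasm intensity under 500,000; inconclusive means wells with under 100 cells, flagged as likely toxic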;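 further: U2OS cells stably carrying GPR55 and arrestin-GFP stimulated by 5 µM LPI near EC80; imaged beta-arrestin-GFP aggregate spots per cell after agonist stimulation; plate controls were LPI-stimulated DMSO wells for no effect and DMSO wells without LPI for full effect; some results filed as inactive read as strong as hits; confirmed hits need IC50 under 10 µM and bright autofluorescent wells are also inconclusive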
AID2073: disruptors of CaV2.2 binding to Mint1 – biochemical, HTRF (AID 2073) | HTRF protein-protein interaction, Mint1-CaV2.2; higher % means a stronger effect | one-dose inhibition, % at 20 µM; IC50 in µM for titrated hits | 0.19% of 290,000 active; in the data active means inhibition mostly above about 51%, no sharp cut-off; inconclusive means no clear call, values can overlap the other calls; inactive means mostly below about 53%; further: some results filed as inactive read as strong as hits
NTR1 agonist: agonists of NTR1, primary screen, imaging, U2OS cells, beta-arrestin-GFP, high content (AID 493036). activation, % at 20 µM. P30989. NTR1-U2OS beta-arrestin-GFP spot imaging, agonist mode. 0.17% of 330,000 active;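 active means activation at or above 40% of the spot to cytoplasm intensity ratio, with at least 20 cells analyzed; inconclusive means wells under 20 cells, flagged as cytotoxic or low count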;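 further: 0% = DMSO without peptide and 100% = 100 nM NTR1 peptide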
Target sequence (P30989 whole entry, looked up): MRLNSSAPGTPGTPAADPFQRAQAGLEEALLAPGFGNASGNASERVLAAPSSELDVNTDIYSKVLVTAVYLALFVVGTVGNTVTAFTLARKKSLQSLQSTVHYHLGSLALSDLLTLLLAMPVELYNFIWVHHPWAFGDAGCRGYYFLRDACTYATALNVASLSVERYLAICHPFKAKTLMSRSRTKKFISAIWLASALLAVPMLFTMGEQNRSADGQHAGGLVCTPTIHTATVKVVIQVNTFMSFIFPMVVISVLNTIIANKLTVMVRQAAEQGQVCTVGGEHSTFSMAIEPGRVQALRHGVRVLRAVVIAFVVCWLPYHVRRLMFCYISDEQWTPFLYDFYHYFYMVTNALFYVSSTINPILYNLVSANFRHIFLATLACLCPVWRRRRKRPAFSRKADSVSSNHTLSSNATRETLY
K1F lysis inhibition: protection from phage-mediated lysis, alamar blue read-out – E. coli UTI89, K1F phage, bacterial capsule biogenesis inhibitors (AID 488966); 0.02% of 340,000 active; E. coli UTI89 K1F phage lysis, alamar blue, 2 h; higher % means a stronger effect; inhibition, % at 100 µM; hits with a dose series show IC50 in µM;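 active means phage lysis inhibition, versus mean bacterial control, above a set limit; inconclusive means no clear call, values can overlap the other calls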;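 further: capsule biogenesis inhibitors block K1F phage lysis so surviving cells raise fluorescence; higher fluorescence means more inhibition of phage lysis; actives were called in the ten point dose series up to 300 µM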
SIAH1 antagonists: Siah-1 peptide-binding antagonists, primary screen, biochemical, fluorescence polarization, rhodamine-plectin, uHTS (AID 1817); Siah-1 / rhodamine-plectin peptide fluorescence polarization; higher % means a stronger effect; displacement, % at 20 µM; hits with a dose series show IC50 in µM; 0.02% of 290,000 active;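 active means displacement of at least 50% at 20 µM, with a fluorescence ratio check between 0.3 and a set limit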;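 further: plate controls were Siah plus tracer with DMSO for no effect and tracer alone without Siah for full effect; strong numbers were not always called active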
HIV peptide binding: cell-free HIV fusion peptide-binding blockers – biochemical, uHTS, fluorescence dequenching, primary screen (AID 1986); cell-free peptide binding, fluorescence dequenching, 30 min; higher % means a stronger effect; one-dose inhibition, % at 20 µM; IC50 in µM for titrated hits; 0.3% of 290,000 active; in the data active means inhibition mostly above about 52%, no sharp cut-off; inactive means mostly below about 76%; further: some results filed as inactive read as strong as hits
GPR55 beta-arrestin: GPR55 agonists via beta-arrestin recruitment, primary screen, imaging, U2OS cells, beta-arrestin-GFP redistribution (AID 1961) | U2OS GPR55 beta-arrestin-GFP redistribution imaging; higher % means a stronger effect | one-dose activation, % at 10 µM; EC50 in µM for titrated hits | 0.048% of 290,000 active;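 active means activation above 40% with more than 50 cells counted in the well; inconclusive means wells holding fewer than 50 cells, flagged as toxic or sparse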;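 further: U2OS osteosarcoma cells stably expressing GPR55 and beta-arrestin-GFP; plate controls were DMSO negative control for no effect and LPI positive control for full effect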
NTR1 agonist cell count 20 µM: further read-out of NTR1 agonist, marked with its call; cell count; measured here: cell count, cytotoxicity flag
NS5 inhibitors pilot replicate: second read-out of NS5 inhibitors, no call of its own (marks repeat the call); inhibition, %; measured here: pilot screen replicate inhibition
Active calls of the source: *; i = inactive; ? = inconclusive; / = not tested or not shown; [ ] = dose if it differs, or a comment.

SMILES	GPR35 antagonists	NS5 inhibitors	GPR55 LPI antagonism	AID2073	NTR1 agonist	NTR1 agonist cell count 20 µM	K1F lysis inhibition	SIAH1 antagonists	HIV peptide binding	GPR55 beta-arrestin	others
COc1ccc(N2CCN(Cc3cc(=O)oc4ccc(Cl)cc34)CC2)cc1	3%	-11%	-5%	7%	1.3	81	-0.2%	7%	-1.9%	-0.2%
Cc1ccc2[nH]c(C(=O)N3CCC(C(N)=O)CC3)cc2c1	9%	/	7%	11%	-0.1	58	1.6%	-7%	-2.1%	0.2%
Cc1cc(C)c(S(=O)(=O)N2CCN(C(=O)CN3C(=O)NC4(CCCC4)C3=O)CC2)c(C)c1	8%	-10%	16%	8%	-0.5	63	0.2%[50 µM]	4%	-0.1%	0.0%
CCOc1cc(C(=O)Nc2cc(C)on2)cc(OCC)c1OCC	1%	5%	8%	7%	-1.4	86	-0.2%	-8%	-2.1%	-0.1%
O=C(NCCCNC(=O)c1cc(Cl)ccc1Cl)c1ccccn1	5%	-5%	0%	12%	-2.1	53	0.4%	-2%	-1.5%	-0.2%
COc1ccccc1CN=c1c([N+](=O)[O-])nn(-c2ccc3c(c2)OCCO3)n1O	-2%	-3%	15%	2%	19	55	2.3%[50 µM]	-2%	0.8%	-0.2%
COc1ccc(NCc2cc3ccccc3[nH]c2=O)cc1	2%	6%	12%	12%	-2.5	94	1.5%	4%	-0.4%	0.2%
O=C(O)c1ccc2oc(=O)c(S(=O)(=O)c3ccc(F)cc3)cc2c1	-1%	6%	-1%	3%	-0.9	84	0.0%	-2%	-1.3%	-0.1%
CSc1nncc(/C(C)=N\Nc2ccccc2)n1	5%	?	-5%	37%	1.4	47	-0.5%	8%	11%	-0.1%
COc1ccc(C(=O)N(C)C(C)c2ccon2)cc1OC1CCN(C(C)C)CC1 (stereo unspecified)	3%	1%	2%	12%	-1.0	42	-0.1%	4%	0.3%	-0.1%
CCc1c(C)nc(N2CCN(Cc3ccccc3)CC2)[nH]c1=O	15%	-3%	2%	-6%	1.4	62	8.3%	-4%	-0.5%	0.0%
O=C(C[n+]1ccncc1)c1ccccc1	-4%	10%	2%	10%	-1.3	82	6.3%	10%	1.9%	-0.3%
O=C(NCCN1C(=O)S/C(=C\c2cccnc2)C1=O)c1cc(S(=O)(=O)N2CCOCC2)ccc1F	-9%	-8%	-5%	-4%	-1.3	56	0.2%	10%	0.6%	-0.2%
CSc1cccc(NC(=O)/C=C/c2cccc(Cl)c2)c1	49%	4%	7%	28%	8.8	66	-0.1%	5%	-0.5%	-0.1%
O=C(O)C1CCC(CNCc2ccccc2Cl)CC1 (stereo unspecified)	16%	-10%	0%	2%	2.8	50	-0.5%	2%	2.7%	-0.2%
O=C(Cc1ccccc1)Nc1c[nH]c(=O)[nH]c1=O	10%	-3%	16%	7%	3.5	28	0.5%[50 µM]	-6%	-1.4%	-0.4%
O=C(Nc1c(C(=O)N2CCC(N3CCCCC3)CC2)oc2ccccc12)c1ccc(F)cc1	25%	-5%	-5%	4%	-0.8	54	0.2%	4%	-0.3%	0.1%
O=[N+]([O-])c1cc(S(=O)(=O)Nc2ccccc2)ccc1-n1nnc2ccccc21	3%	6%	11%	-4%	1.7	54	0.0%	1%	-1.8%	-0.1%
CC1CCCCN1C(=O)CSc1nc2cc3c(cc2c(=O)n1Cc1ccc2c(c1)OCO2)OCO3 (stereo unspecified)	-10%	-2%	2%	14%	1.3	70	-0.1%	4%	-1.8%	0.2%	NS5 inhibitors pilot replicate=5.0
COc1ccccc1OCC(=O)Nc1ccc2c(c1)C(=O)N(CC1CCCO1)C2=O (stereo unspecified)	-10%	4%	12%	4%	1.8	45	0.2%	4%	-2.2%	-0.1%
CCn1c(CSc2nc3ccccc3s2)nnc1SCC(=O)c1ccc(O)c(O)c1	-6%	-5%	7%	-7%	2.0	38	0.2%	12%	19%	0.0%
COc1cc(/C=N/c2oc(C)c(C)c2C#N)cc(Br)c1O	-19%	-3%	6%	26%	-0.5	53	i	9%	3.9%	-0.1%
Cc1sc2ncn(CCn3cnc4sc(C)c(C)c4c3=O)c(=O)c2c1C	-13%	15%	3%	-1%	1.9	60	0.2%	0%	2.0%	-0.2%
O=C(O)c1cccc2c1C(=O)N(Cc1ccccc1)C2	10%	-3%	-2%	7%	-0.6	54	0.2%	3%	-1.1%	0.2%	NS5 inhibitors pilot replicate=0.3
Cc1cc(NC(=O)c2ccccc2F)cc(C)c1OCC(=O)N1CCOCC1	-12%	-1%	16%	12%	0.2	69	0.2%	0%	-1.0%	0.2%
O=C(CSc1nc(C2CC2)nc2ccccc12)N1CCCCC1	-1%	-12%	-7%	10%	-0.9	61	-1.9%	-4%	0.6%	-0.3%
Cc1cc(NC(=O)C2=C(O)c3ccccc3S(=O)(=O)N2C)no1	-4%	-1%	-7%	2%	-0.7	62	0.6%	2%	-1.8%	-0.2%
Cc1ccc(C(=O)NCC(=O)N/N=C/c2cccs2)cc1[N+](=O)[O-]	-4%	-9%	0%	-5%	0.3	47	-0.2%	6%	0.0%	-0.6%
c1ccc2sc(NN=C3CCCC3)nc2c1	-1%	1%	0%	1%	3.2	45	0.1%	-4%	1.1%	-0.3%
O=C(Nn1cnnc1)c1cc2c(s1)CCCCC2	-13%	-4%	8%	-2%	1.0	62	2.1%	-2%	2.6%	0.2%
CCN(CC)CC(=O)Nc1sc2c(c1C(=O)c1ccccc1OC)CCC2	-1%	1%	29%	8%	5.0	48	0.3%	1%	0.0%	0.3%
Cc1ccc(-c2c(C)sc3nc[nH]c(=O)c23)cc1C	4%	6%	-4%	18%	0.7	44	0.9%	-6%	-0.4%	-0.1%
Cc1ccc2nc(N/N=C\c3ccc([N+](=O)[O-])o3)nc(-c3ccccc3)c2c1	4%	-20%	-1%	19%	20	47	-0.3%	0%	0.4%	-0.1%
CCCCC(=O)Nc1ccc(NC(=S)NC(=O)c2cccs2)cc1OC	15%	-4%	17%	-11%	0.2	45	4.4%	-9%	-1.2%	-0.3%
Cn1c2ccccc2c(=O)c2c(=O)n(Cc3ccco3)c(-c3ccc(F)cc3)nc21	-8%	-15%	3%	2%	4.8	56	0.0%	6%	-3.0%	0.4%
NC(=O)c1cc(C(=O)Cc2ccc(Cl)cc2)c[nH]1	-13%	-11%	1%	-1%	-1.3	92	0.1%	0%	1.3%	0.6%
Cc1ccc(CSCc2nc3ccccc3[nH]2)cc1	-7%	-4%	-18%	6%	/	/	-0.4%	11%	-0.9%	-0.1%
CCCCc1ccc(NC(=O)CSC2=NN3CCCC(=O)N=C3S2)cc1	17%	2%	3%	10%	2.0	35	0.3%	9%	-0.7%	/
COc1ccc(N2CCN(C(=O)CNC(=O)c3cccs3)CC2)cc1	-5%	-6%	0%	0%	0.8	62	3.1%[50 µM]	1%	0.8%	-0.2%
O=C(Cn1ncc2c(=O)oc3ccccc3c21)NCc1cccnc1	-3%	/	6%	-2%	-0.4	77	2.6%	4%	-1.6%	-0.6%
CS(=O)(=O)N1CC(C(=O)NC2CCCC2)Oc2ccc(Cl)cc21 (stereo unspecified)	-9%	-20%	0%	1%	-2.2	58	1.1%	0%	1.0%	0.2%
CCc1nnc(N2C(=O)c3ccc(Oc4ccc([N+](=O)[O-])cc4)cc3C2=O)s1	7%	2%	12%	16%	-0.3	56	4.7%	4%	4.3%	0.0%
Cc1ccc(NC(=S)N2CCCCCC2)c(C)c1	5%	2%	5%	-9%	2.2	64	-0.7%[50 µM]	-8%	0.0%	0.3%
COc1ccc(-c2csc(NC(=O)CN3C(=O)C4CCCCC4C3=O)n2)cc1OC (stereo unspecified)	7%	-2%	11%	3%	1.1	60	-0.2%	2%	2.9%	-0.1%
COc1c(F)c(F)c(C(=O)Nc2ccccc2N2CCN(C(C)=O)CC2)c(F)c1F	-8%	/	-7%	14%	-0.4	66	-0.1%	1%	1.1%	0.2%
CN(Cc1nccn1C)C(=O)CC1C(=O)NCCN1Cc1cccc(Oc2ccccc2)c1 (stereo unspecified)	4%	11%	-2%	-6%	0.9	30	-0.3%	6%	-0.5%	-0.3%
O=C(CSc1nnc(-c2ccco2)o1)c1ccccc1	4%	0%	-10%	11%	-2.9	75	0.1%	-4%	1.1%	-0.3%
COc1ccc(OC)c(NC(=S)N2CCN(C/C=C/c3ccccc3)CC2)c1	13%	-12%	4%	-35%	-1.2	83	-0.8%	4%	-3.6%	0.2%

Entries shown so far that have a furan ring, fused or not (5):
SMILES	GPR35 antagonists	NS5 inhibitors	GPR55 LPI antagonism	AID2073	NTR1 agonist	NTR1 agonist cell count 20 µM	K1F lysis inhibition	SIAH1 antagonists	HIV peptide binding	GPR55 beta-arrestin	others
O=C(Nc1c(C(=O)N2CCC(N3CCCCC3)CC2)oc2ccccc12)c1ccc(F)cc1	25%	-5%	-5%	4%	-0.8	54	0.2%	4%	-0.3%	0.1%
COc1cc(/C=N/c2oc(C)c(C)c2C#N)cc(Br)c1O	-19%	-3%	6%	26%	-0.5	53	i	9%	3.9%	-0.1%
Cc1ccc2nc(N/N=C\c3ccc([N+](=O)[O-])o3)nc(-c3ccccc3)c2c1	4%	-20%	-1%	19%	20	47	-0.3%	0%	0.4%	-0.1%
Cn1c2ccccc2c(=O)c2c(=O)n(Cc3ccco3)c(-c3ccc(F)cc3)nc21	-8%	-15%	3%	2%	4.8	56	0.0%	6%	-3.0%	0.4%
O=C(CSc1nnc(-c2ccco2)o1)c1ccccc1	4%	0%	-10%	11%	-2.9	75	0.1%	-4%	1.1%	-0.3%

Carrying on.
SMILES	GPR35 antagonists	NS5 inhibitors	GPR55 LPI antagonism	AID2073	NTR1 agonist	NTR1 agonist cell count 20 µM	K1F lysis inhibition	SIAH1 antagonists	HIV peptide binding	GPR55 beta-arrestin	others
OCCC1CN(CC#Cc2ccccc2)CCN1C1CCCC1 (stereo unspecified)	5%	-13%	11%	-5%	-0.7	100	-0.3%	0%	-1.3%	-0.1%
C[N+]1=C2CCCCCN2C(O)(c2ccccc2)C1 (stereo unspecified)	6%	-2%	-16%	0%	0.8	58	1.3%	-4%	1.8%	-0.2%
O=C(O)CCc1ccc(-c2ccc(Cl)cc2)o1	-5%	23%	-3%	45%	0.0	97	0.2%	-3%	9.2%	-0.1%
CC(=O)Nc1ccc(S(=O)(=O)N(C2=NCC(C)S2)c2ccccc2)cc1 (stereo unspecified)	10%	1%	-3%	9%	1.4	59	-0.5%	-1%	0.2%	-0.2%
